Pf Dd2 growth: P. falciparum Dd2 growth inhibitors, primary screen, SYBR Green fluorescence, single dose replicates; 72 h; hits give low values; activity change, % at 10 µM; 94,000 tested, 2.3% active; AID 1159554, 2015; in the data active = activity change below about -80%
T cruzi growth: T. cruzi intracellular proliferation inhibitors, primary screen, cell-based, beta-gal Tulahuen parasites, NIH3T3 host, luminescence. T. cruzi beta-gal in NIH3T3, GalScreen luminescence, 90 h. inhibition, % at 8.34 µM. 77,000 tested, 5.9% active. AID 624255, 2012;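 active = mean inhibition above about 93%, with at least 55% of replicates each passing it, limit read from the data, passing the limit was not always enough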
GASC1 inh: inhibitors of GASC-1 (KDM4C) histone demethylase, primary screen, biochemical, single concentration HTS | Lysine-specific demethylase 4C (Homo sapiens), Q9H3R0 | GST-KDM4C 2-372, H3K9me3 peptide, LANCE TR-FRET | inhibition, % at 12.5 µM | 96,000 tested, 0.15% active | AID 720574, 2013;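 active = mean replicate inhibition above about 25%, with at least 55% of replicates also reaching it, limit read from the data, passing the limit was not always enough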
Target sequence (Q9H3R0 2-372 limits assumed): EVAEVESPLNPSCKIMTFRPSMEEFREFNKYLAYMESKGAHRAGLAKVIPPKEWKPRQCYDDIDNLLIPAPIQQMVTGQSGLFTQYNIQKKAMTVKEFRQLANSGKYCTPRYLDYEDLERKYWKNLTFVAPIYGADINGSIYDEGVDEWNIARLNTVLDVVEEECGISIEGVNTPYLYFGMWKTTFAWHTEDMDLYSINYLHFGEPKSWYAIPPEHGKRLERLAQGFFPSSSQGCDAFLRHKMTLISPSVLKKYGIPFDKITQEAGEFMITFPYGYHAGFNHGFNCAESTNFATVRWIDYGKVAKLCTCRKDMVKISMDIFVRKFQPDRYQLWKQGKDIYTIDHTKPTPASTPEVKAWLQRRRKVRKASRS
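Assay system: GST-GASC-1 enzyme fragment 2-372 | Amount: 10 nM enzyme | Medium: HEPES buffer, pH 7.5, plus ascorbate | Reagent: H3K9me3 peptide substrate, Fe(II), 2-oxoglutarate | Doses: Single-point compound screen | Incubation: 30 min demethylation and 1 h detection at room temperature | Measured by: LANCE TR-FRET, excitation 340 nm, emissions 618 and 671 nm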
C diff growth: C. difficile growth inhibitors, primary screen, HTS; Clostridium difficile clinical isolate growth, OD600, 24 h; hits give low values; growth activity, negative = inhibition, % at 16 µg/mL (by protocol); 86,000 tested, 0.25% active; AID 1259249, 2017;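 active = mean growth activity at or below -80% and every replicate also at or below -80%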;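 also: 0% = DMSO wells and -100% = levofloxacin 16 µg/mL wells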
Active calls of the source: *; . = no result given; & = joins results of further samples.

SMILES | Pf Dd2 growth | T cruzi growth | GASC1 inh | C diff growth
Cc1ccc(S(=O)(=O)N[C@@H]2C=C[C@@H](CC(=O)NCCN3CCCCC3)O[C@@H]2CO)cc1 | -18 | -17 | -0.1 | .
COCCNC(=O)C[C@H]1CC[C@@H]2[C@H](COc3ccc(NC(C)=O)cc3C(=O)N2C)O1 | -73 | 101* | 0.5 | -1
CC(C)CC#Cc1ccc2c(c1)O[C@H](CN(C)C(=O)C1CCCCC1)[C@H](C)CN([C@H](C)CO)S2(=O)=O | -66 | 111* | -0.8 | -6
C[C@@H]1CCCCO[C@@H](CN(C)Cc2ccc(Cl)c(Cl)c2)[C@@H](C)CN([C@@H](C)CO)C(=O)c2cc(NC(=O)C3CCCCC3)ccc2O1 | -45 | 94 | -1.3 | 9
C[C@@H]1CN([C@@H](C)CO)C(=O)c2cc(-c3cccnc3)cnc2O[C@H]1CN(C)C(=O)Nc1ccc(C(F)(F)F)cc1 | 35 | 51 | -1.5 | -4
C[C@H]1CCCCO[C@@H](CN(C)C)[C@@H](C)CN([C@@H](C)CO)C(=O)c2cc(N(C)C)ccc2O1 | 24 | 27 | 0.3 | -1
O=C(NC1Cc2ccccc2C1)[C@H]1[C@H](CO)[C@H]2Cn3c(cccc3=O)[C@H]2N1C(=O)c1cnccn1 | . | -19 | -1.4 | -10
CN(C)C(=O)[C@H]1[C@H](CO)[C@H]2Cn3c(ccc(C4=CCCC4)c3=O)[C@@H]1N2C(=O)Nc1ccccc1 | . | -5 | 0.3 | -2
CCCC(=O)Nc1ccc2c(c1)C(=O)N(C)[C@@H]1CC[C@H](CC(=O)NCCc3ccncc3)O[C@H]1CO2 | 1 | -23 | 0.7 | 0
CC(C)NC(=O)Nc1cccc2c1O[C@@H](CN(C)Cc1ccc(-c3ccccc3)cc1)[C@@H](C)CN([C@H](C)CO)C2=O | -40 | 25 | 8.4 | -1
O=C(Nc1cccc(Cl)c1)N1C[C@H]2[C@@H](c3ccccc31)[C@H](CO)N2C(=O)C1CCCC1 | -13 | 48 | 2.4 | 3
C[C@@H]1CCCCO[C@@H](CN(C)S(=O)(=O)c2ccccc2)[C@H](C)CN([C@@H](C)CO)C(=O)c2cc(NC(=O)c3ccncc3)ccc2O1 | -43 | . | -1.9 | 4
C[C@@H]1CN([C@@H](C)CO)C(=O)Cc2cc(NS(=O)(=O)c3ccc(Cl)cc3)ccc2O[C@@H]1CN(C)C(=O)Nc1ccc(F)cc1 | 9 | 4 | -3.0 | -3
COc1ccc2c3c(n(C)c2c1)[C@@H](CO)N(C)CC31CN(C(=O)C2CCC2)C1 | 10 | . | -0.6 | 5
C[C@@H]1CN([C@H](C)CO)C(=O)c2c(c3ccccc3n2C)-c2ccccc2CO[C@@H]1CN(C)C(=O)[C@@H]1CCCN1C | -31 | -44 | 1.5 | -1
CCCC(=O)Nc1ccc2c(c1)C(=O)N(C)[C@H]1CC[C@H](CC(=O)NCc3ccccc3)O[C@H]1CO2 | 6 | 36 | -0.4 | 8
COCC(=O)Nc1ccc2c(c1)C(=O)N(C)C[C@@H](OC)[C@@H](C)CN(CCC(F)(F)F)[C@@H](C)CO2 | 42 | 9 | -1.5 | .
C[C@H]1CN([C@@H](C)CO)C(=O)Cc2cc(NC(=O)CCCCCC(=O)Nc3ccccc3N)ccc2O[C@H]1CN(C)Cc1ccc(C(F)(F)F)cc1 | -72 | 75 | 0.9 | 3
Cc1noc(C)c1S(=O)(=O)Nc1ccc2c(c1)C(=O)N([C@@H](C)CO)C[C@H](C)[C@@H](CN(C)Cc1ccncc1)OCCCC[C@H](C)O2 | 6 | 43 | 4.7 | 2
CN1C(=O)c2cc(NC(=O)Nc3cccc(Cl)c3)ccc2OC[C@H]2O[C@H](CC(=O)O)CC[C@@H]21 | -1 | -85 | 4.7 | -1
COCC#Cc1ccc2c(c1)O[C@H](CN(C)C(=O)c1ccccc1)[C@@H](C)CN([C@H](C)CO)S2(=O)=O | -46 | 31 | . | -3
CNC(=O)C[C@H]1CC[C@H]2[C@H](COc3ccc(NC(=O)Nc4cccc(Cl)c4)cc3C(=O)N2C)O1 | 3 | 34 | 0.5 | -9
C[C@@H]1CN([C@H](C)CO)C(=O)CCCn2cc(nn2)CO[C@@H]1CN(C)Cc1ccc2c(c1)OCO2 | -9 | -28 | -0.3 | 1
CNC[C@@H]1Oc2ccc(NS(=O)(=O)c3cn(C)cn3)cc2C(=O)N([C@H](C)CO)C[C@@H]1C | -22 | 12 | 2.1 | -2
COc1ccc2c3c([nH]c2c1)[C@@H](CO)N(C)CC31CN(C(=O)c2cccnc2)C1 | 10 | . | . | 4
(listing goes on)
SMILES | Pf Dd2 growth | T cruzi growth | GASC1 inh | C diff growth
C[C@@H]1CN([C@@H](C)CO)C(=O)c2cc(NS(=O)(=O)c3cccs3)ccc2O[C@@H](C)CCCCO[C@@H]1CN(C)S(=O)(=O)c1cn(C)cn1 | -33 | 37 | 1.8 | 3
CCCNC(=O)[C@H]1[C@H](CO)[C@H]2Cn3c(cccc3=O)[C@@H]1N2Cc1cc(F)ccc1F | 7 | 24 | -1.6 | -1
CCS(=O)(=O)N1CC(=O)N2[C@@H](CO)[C@H](c3ccc(C#CC4CCCCC4)cc3)[C@@H]2C1 | -14 | . | 0.5 | -4
COc1ccc2c3c(n(C)c2c1)[C@H](CO)N(C(=O)Nc1ccc(F)cc1)CC31CCN(C(=O)Nc2c(C)noc2C)CC1 | -77 | . | 0.3 | -12
C[C@@H]1CCCCO[C@@H](CN(C)Cc2ccc(C(=O)O)cc2)[C@@H](C)CN([C@H](C)CO)C(=O)c2cc(NC(=O)c3ccccc3)ccc2O1 | -12 | 20 | 0.7 | 2
C[C@@H]1CN([C@H](C)CO)C(=O)c2cc(NS(=O)(=O)c3cn(C)cn3)ccc2O[C@@H](C)CCCCO[C@@H]1CN(C)CC1CCCCC1 | 15 | 0 | -1.4 | 2
COc1ccc(NC(=O)N(C)C[C@@H]2Oc3ccc(NC(=O)CCN4CCOCC4)cc3CC(=O)N([C@H](C)CO)C[C@@H]2C)cc1 | -2 | . | 0.1 | 3
C[C@@H]1CN([C@H](C)CO)C(=O)c2cc(NC(=O)NC3CCCCC3)ccc2O[C@H]1CN(C)C(=O)Nc1cccc2ccccc12 | -16 | 2 | 0.6 | -3
COc1ccc2c3c([nH]c2c1)[C@H](CO)N(C(=O)Nc1ccc(F)cc1)CC31CCN(C(=O)c2ccccn2)CC1 | -79 | . | -3.4 | 0
C[C@H](NC(=O)C[C@@H]1C=C[C@@H](NC(=O)C2CCC2)[C@@H](CO)O1)c1ccccc1 | 3 | -55 | -3.7 | .
Cc1noc(C)c1S(=O)(=O)N(C)C[C@@H]1OCCCC[C@H](C)Oc2ccc(NC(=O)Nc3ccc(C(F)(F)F)cc3)cc2C(=O)N([C@H](C)CO)C[C@@H]1C | -35 | 104* | -0.9 | -6
C[C@H](CO)N1C[C@H](C)[C@@H](CN(C)C(=O)CN(C)C)Oc2ncc(C#Cc3ccncc3)cc2C1=O | 13 | -21 | -0.9 | 7
C[C@H](CO)N1C[C@H](C)[C@@H](CN(C)C(=O)Cc2ccncc2)Oc2ncc(C#CCN(C)C)cc2C1=O | 35 | 39 | 2.2 | 2
CCCNC(=O)N[C@H]1CC[C@@H](CCn2cc(C3CCCC3)nn2)O[C@@H]1CO | 6 | -83 | -0.2 | .
N#C[C@H]1[C@H](c2ccccc2)[C@@H](CO)N1C(=O)c1ccccc1F | -14 | 28 | 1.0 | 6
C[C@H](CO)N1C[C@H](C)[C@H](CN(C)S(C)(=O)=O)Oc2cc(-c3cccc(F)c3)ccc2S1(=O)=O | 2 | 82 | -2.5 | .
C[C@@H]1CN([C@@H](C)CO)C(=O)c2cc(/C=C/c3ccccc3)cnc2O[C@H]1CN(C)C(=O)C1CC1 | -43 | 76 | 3.9 | .
COc1ccc(-c2ccccc2[C@H]2[C@@H](CO)N(C(=O)C3CCC3)[C@H]2C#N)cc1 | 18 | . | 15 | -5
COc1ccc(NC(=O)N(C)C[C@@H]2Oc3ccc(NC(=O)Nc4ccccc4)cc3CC(=O)N([C@@H](C)CO)C[C@@H]2C)cc1 | 14 | 7 | 2.4 | 1
COCC(=O)N(C)C[C@@H]1Oc2cc(C#C[C@H](C)O)ccc2S(=O)(=O)N([C@H](C)CO)C[C@@H]1C | . | 37 | 0.8 | 1
O=C(C1CCC1)N1C[C@@H]2N[C@H](C1)C2c1ccc(-c2ccncc2)cc1 (stereo partly specified) | -67 | . | 0.1 | -9
COc1ccccc1S(=O)(=O)N1[C@@H]2CNC[C@H]1C2c1ccc(/C=C/c2ccccc2)cc1 (stereo partly specified) | -13&-28 | . | 0.7&-1.7 | 19&44
O=C(C1CCCC1)N1CC2(C1)[C@@H](c1ccccc1)[C@@H](CO)N2Cc1ccccc1F | -8 | . | -0.4 | 3
O=C(C1CCOCC1)N1CC(=O)N2[C@H](C1)[C@@H](c1ccc(Br)cc1)[C@@H]2CO | 8 | . | -0.1 | -1
Cc1ccc(S(=O)(=O)N(C)C[C@@H]2Oc3ncc(Br)cc3C(=O)N([C@H](C)CO)C[C@H]2C)cc1 | 12&-23 | 22 | -0.2 | 3&-1
The list continues:
SMILES | Pf Dd2 growth | T cruzi growth | GASC1 inh | C diff growth
COc1ccc(S(=O)(=O)Nc2ccc3c(c2)C(=O)N([C@H](C)CO)C[C@H](C)[C@H](CN(C)C(=O)Nc2ccc4c(c2)OCO4)OCCCC[C@H](C)O3)cc1 | -12 | 37 | -0.1 | 6
CCCC#Cc1ccc(CC[C@H]2O[C@H]3CC[C@@H](CO)O[C@H]3C[C@H]2n2cc(C(C)(C)O)nn2)cc1 | -35 | . | . | -27
Cc1ccc(S(=O)(=O)N(C)C[C@@H]2Oc3ccc(NC(=O)Nc4ccc5c(c4)OCO5)cc3C(=O)N([C@H](C)CO)C[C@@H]2C)cc1 | 11 | 25 | 15 | -9
O=C(c1ccncc1)N1C[C@@H]2[C@H](c3ccccc31)[C@H](CO)N2C(=O)Nc1ccccc1Cl | -8 | -18 | -2.0 | 3
CC(C)C#Cc1ccc2c(c1)O[C@H](CN(C)C(=O)C1CC1)[C@@H](C)CN([C@H](C)CO)S2(=O)=O | -35 | . | 2.5 | 1
COc1ccc(S(=O)(=O)N(C)C[C@@H]2Oc3ncc(C#Cc4ccc(OC)c(OC)c4)cc3C(=O)N([C@H](C)CO)C[C@@H]2C)cc1 | -78 | 111 | -8.6 | 0
C[C@H](CO)N1C[C@H](C)[C@H](CN(C)C(=O)C2CC2)Oc2ncc(C#CC3(O)CCCC3)cc2C1=O | 51 | -48 | -0.9 | .
Cc1ccc(S(=O)(=O)N[C@H]2C=C[C@@H](CC(=O)N3CCC(Cc4ccccc4)CC3)O[C@H]2CO)cc1 | -32 | 54 | 0.0 | .
C[C@@H]1CN([C@H](C)CO)C(=O)c2cc(C#CCN(C)C)cnc2O[C@@H]1CN(C)Cc1ccccc1 | -18 | -45 | . | 3
CCNC(=O)[C@@H]1[C@@H](CO)[C@@H]2Cn3c(ccc(-c4ccc(F)cc4)c3=O)[C@@H]2N1C(=O)Cc1cccnc1 | . | -46 | 3.9 | -3
C[C@H](CO)N1C[C@H](C)[C@H](CN(C)Cc2ccccc2)Oc2cc(C#CCN(C)C)ccc2S1(=O)=O | -50 | 67 | 3.9 | -2
C[C@H]1CN([C@@H](C)CO)C(=O)Cc2cc(NC(=O)Nc3ccc(C(F)(F)F)cc3)ccc2O[C@H]1CN(C)Cc1ccc(Cl)c(Cl)c1 | -8 | 22 | -0.1 | 23
